Compound activity: PubChem, National Center for Advancing Translational Sciences (NCATS)
15-hLO inh – qHTS Assay for Inhibitors of 15-hLO (15-human lipoxygenase); Potency, µM (series often up to 57.1 µM), inactives show at the top dose activity change, negative = inhibition, usual class: inhibitors; actives 1.4% (n = 74,000); Polyunsaturated fatty acid lipoxygenase ALOX15 (Homo sapiens), P16050; AID 887, 2007; purified 15hLO-1, xylenol orange hydroperoxide absorbance; note: potency is the fitted concentration of half-maximal effect; % is set by controls: 0 for no effect and ±100 for the full control effect; nearly all actives have a fitted effect of over 55% in size
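Compounds were preincubated 15 min at room temperature with 40 nM purified human enzyme (25 mM Hepes pH 7.5, 0.01% Triton X-100); 50 uM arachidonic acid reacted 6 min. Fe-xylenol orange detection, 30 min, absorbance ratio 573/405 nm.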
ERK AVP block – qHTS Assay for Inhibitors of the ERK Signaling Pathway using a Homogeneous Screening Assay; AID 995, 2007; actives 0.99% (n = 72,000); Potency, µM (highest dose often 57.5 µM), inactives show at the top dose activity, negative = inhibition, usual class: inhibitors; HEK293-V1b, vasopressin-stimulated pERK AlphaScreen; note: potency is the fitted concentration of half-maximal effect; % is set by controls: 0 for no effect and ±100 for the full control effect; nearly all actives have a fitted effect of over 55% in size
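HEK293 cells stably expressing V1b receptor, preincubated 30 min at 37 °C with compound, then stimulated 5 min with 25 nM vasopressin. Phospho-ERK by AlphaScreen SureFire after 5 h RT; normalized to DMSO and vasopressin; AC50 by Hill fit.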
CRE Fsk mod – Cell signaling CRE-BLA (Fsk stim). actives 2.5% (n = 71,000). AID 662, 2007. CHO CRE-bla reporter (cAMP response element driving beta-lactamase), forskolin EC10, beta-lactamase ratio. Potency, µM (top dose mostly 38.2 µM), without a hit: top-dose activity change, negative = inhibition, hits mostly activators; active = well fitted activation curve with a large enough effect in the signal ratio, with a control signal flat, not every such curve was filed as active; inconclusive = small, poorly fitted or top-dose-only effect, or effect the other way, or a change in a side signal; the % refers to the signal ratio; note: potency is the fitted concentration of half-maximal effect; % of control where 0% means no effect
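Cells were plated overnight at 37 °C, exposed to compound titrations plus EC10 NKH 477 for 3 h, then given CCF4 dye for 2 h at room temperature. Blue/green (460/530 nm) ratio was converted to %Activity and AC50 values calculated.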
Ub-GFP proteasome – Ubiquitin-GFP Assay | Ubiquitin-GFP reporter cells, proteasome inhibition, GFP fluorescence; response scale: untreated = 0%, 10 µM MG-132 = 100% | Potency, µM (series often up to 45.9 µM), for inactives: at the highest dose activation (GFP accumulation), usual class: activators | 67,000 tested, under 10 active; active = well fitted activation curve with a large enough effect, not every such curve was filed as active; inconclusive = small, poorly fitted or top-dose-only effect, or another doubt; inactive = no such curve, though single readings can be large or run the other way; note: potency is the fitted concentration of half-maximal effect
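U2OS cells stably expressing ubiquitin(G76V)-GFP, seeded overnight in 0.5% FBS medium, were exposed to compounds (qHTS, 46 uM to 2.9 nM) for 4 hr at 37 °C. GFP-positive cells were counted by laser cytometry (488 ex/515 em), normalized between basal and 10 uM MG-132.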
Tau fil binding – qHTS Assay for Tau Filament Binding | recombinant tau filaments, thioflavin S fluorescence, 15 h; filaments grown with octadecylsulfate alongside compound | Potency, µM (top dose mostly 57.1 µM), for inactives: top-dose activity change, negative = inhibition | actives 2% (n = 71,000);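 note: potency is the fitted concentration of half-maximal effect; % is set by controls: 0 for no effect and ±100 for the full control effect; actives lower thioflavin S fluorescence by blocking filaments or displacing dye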
Target sequence (P10636 whole entry, looked up): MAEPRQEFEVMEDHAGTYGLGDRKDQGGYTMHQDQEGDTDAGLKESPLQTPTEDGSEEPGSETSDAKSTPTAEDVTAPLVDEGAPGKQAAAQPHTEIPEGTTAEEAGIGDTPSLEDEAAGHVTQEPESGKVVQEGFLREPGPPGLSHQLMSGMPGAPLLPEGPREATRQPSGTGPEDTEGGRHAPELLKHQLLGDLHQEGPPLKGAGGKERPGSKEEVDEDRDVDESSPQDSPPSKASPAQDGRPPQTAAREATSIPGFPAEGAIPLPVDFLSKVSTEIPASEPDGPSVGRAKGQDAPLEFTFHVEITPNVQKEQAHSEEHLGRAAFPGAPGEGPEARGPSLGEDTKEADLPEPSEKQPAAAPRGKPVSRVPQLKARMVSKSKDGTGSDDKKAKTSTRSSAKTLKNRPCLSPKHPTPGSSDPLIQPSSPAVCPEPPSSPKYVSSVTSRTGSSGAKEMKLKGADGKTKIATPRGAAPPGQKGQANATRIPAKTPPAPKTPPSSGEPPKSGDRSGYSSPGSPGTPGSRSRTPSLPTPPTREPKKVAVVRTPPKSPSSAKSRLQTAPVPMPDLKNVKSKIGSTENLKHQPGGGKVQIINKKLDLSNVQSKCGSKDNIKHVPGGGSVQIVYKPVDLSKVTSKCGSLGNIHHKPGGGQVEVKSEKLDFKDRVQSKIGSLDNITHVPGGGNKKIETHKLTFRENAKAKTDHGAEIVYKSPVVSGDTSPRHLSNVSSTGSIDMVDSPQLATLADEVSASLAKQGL
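His-tagged recombinant human tau (exons 2, 3 and 10 included), 1 uM, was induced to fibrillize by 30 uM sodium octadecylsulfate with compound present. After 15 h at 37 C, thioflavine S fluorescence (ex 450, em 510 nm) was read.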
HADH2 inhib – qHTS Assay for Inhibitors of HADH2 (Hydroxyacyl-Coenzyme A Dehydrogenase, Type II). actives 3.4% (n = 73,000). 3-hydroxyacyl-CoA dehydrogenase type-2 (Homo sapiens), Q99714. recombinant HADH2, NADH fluorescence, beta-hydroxybutyryl-CoA. Potency, µM (top dose mostly 57.1 µM), without a hit: top-dose activity change, negative = inhibition, most hits filed as inhibitors; note: potency is the fitted concentration of half-maximal effect; % is set by controls: 0 for no effect and ±100 for the full control effect; nearly all actives have a fitted effect of over 60% in size; many of its hits are not listed in these tables
Target sequence (Q99714 whole entry, looked up, one chain of several): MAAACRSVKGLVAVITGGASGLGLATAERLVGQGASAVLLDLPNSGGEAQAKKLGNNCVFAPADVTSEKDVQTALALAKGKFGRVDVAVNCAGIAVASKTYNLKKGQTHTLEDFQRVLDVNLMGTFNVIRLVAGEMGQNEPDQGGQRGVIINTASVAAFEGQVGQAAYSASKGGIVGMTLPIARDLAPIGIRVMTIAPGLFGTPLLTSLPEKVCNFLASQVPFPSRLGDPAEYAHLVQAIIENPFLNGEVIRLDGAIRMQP
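His-tagged recombinant enzyme from E. coli, 20 nM, preincubated 15 min RT with compound; reaction started with 1 mM NAD+ and 90 uM beta-hydroxybutyryl-CoA in 100 mM Tris-HCl pH 9.0. NADH fluorescence (ex 360/em 450) read over 4 min; last-minus-first difference.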
DNA Pol III inh – qHTS Assay for Inhibitors of DNA Polymerase III Holoenzyme System; actives 0.25% (n = 71,000); reconstituted DNA polymerase III holoenzyme replication, biochemical; Potency, µM (titrated, usually from 57.1 µM), for the others: at the top dose activity change, negative = inhibition; note: potency is the fitted concentration of half-maximal effect; % is set by controls: 0 for no effect and ±100 for the full control effect
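Reconstituted *E. coli* holoenzyme (0.35 nM Pol III, 1 nM beta, 154 nM SSB, 2 nM primase) was preincubated with compound for 15 min at RT. Synthesis on 1.4 nM ssM13Gori ran 35 min, then was stopped with PicoGreen/EDTA and read as dsDNA fluorescence.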
Hsp90 Hop PPI – qHTS Assay for Disrupters of an Hsp90 Co-Chaperone Interaction; Potency, µM (top dose mostly 57 µM), for the others: at the top dose activity change, negative = inhibition; AlphaScreen TPR2A-His6 binding biotin-Hsp90 C-terminal peptide; actives 0.44% (n = 71,000); active = well fitted curve in either direction with a large enough effect; inconclusive = small, poorly fitted or top-dose-only effect, or another doubt; note: potency is the fitted concentration of half-maximal effect; % is set by controls: 0 for no effect and ±100 for the full control effect; many of its hits are not listed in these tables
GFP derepression – qHTS Assay for Epigenetic Modulators; mouse C127i GFP locus derepression, cytometry, 30 h; Potency, µM (series often up to 46.1 µM), inactives show top-dose GFP derepression (activation); actives 0.09% (n = 68,000); AID 597, 2007; note: % of control where 0% means no effect
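Read-out is the number of GFP-positive cells, scored as fluorescent objects 20 to 120 um wide, reflecting derepression of a silenced CMV-GFP reporter in murine C127i cells after 30 h compound exposure at 37 C.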
HBB splicing – qHTS Assay for Modulators of Hemoglobin Beta Chain Splicing; HBB splicing reporter cell assay, activation; EGFP reporter with mutant IVS2-654 intron; response scale: normalised to 500 nM splice-correcting PNA; Potency, µM (series often up to 46.1 µM), inactives show at the highest dose activation, usual class: activators; actives 0.06% (n = 65,000); note: potency is the fitted concentration of half-maximal effect; 0% is about no effect
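Compounds were applied for 2 days to HeLa EGFP-654 cells, 500/well in Optimem with 2% FCS. The reporter's EGFP is disrupted by mis-splicing of beta-globin intron IVS2-654. Readout: summed well GFP fluorescence from 488 nm laser scanning; reference was 500 nM antisense […] 654 PNA.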
FLuc inh – qHTS Assay for Inhibitors of Firefly Luciferase; Luciferin 4-monooxygenase (Photinus pyralis), P08659; purified firefly luciferase, luminescence, 8 min; Potency, µM (series often up to 57.1 µM), for the others: at the top dose activity change, negative = inhibition, most hits filed as inhibitors; actives 2.2% (n = 72,000); note: potency is the fitted concentration of half-maximal effect; % is set by controls: 0 for no effect and ±100 for the full control effect; nearly all actives have a fitted effect of over 40% in size
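Firefly luciferase (PKLight detection mix) with 10 uM ATP in pH 7.2 imidazole buffer (KCl, MgCl2, Tween 20, BSA). Compounds tested across a concentration series (qHTS). Luminescence read after 8 min at ambient temperature.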
The depositor's hits bear a star; ? = inconclusive; · = no result given; [ ] = remark or other dose. Unless noted, calls come from the whole dose curve; as a rule, active = well fitted curve in the direction sought with a large enough effect; inconclusive = small, poorly fitted or top-dose-only effect, or another doubt; inactive = no such curve, though single readings can be large; an effect the other way counts as inactive or inconclusive. A portion of the library; count on the stated rates, not on these rows.

SMILES	15-hLO inh	ERK AVP block	CRE Fsk mod	Ub-GFP proteasome	Tau fil binding	HADH2 inhib	DNA Pol III inh	Hsp90 Hop PPI	GFP derepression	HBB splicing	FLuc inh
Cc1ccc2cc(COC(=O)c3ccncc3)c(=O)[nH]c2c1	-7.7%	?	?	·	-12.1%	10.2%	-6.1%	-3.1%	-1.6%	4.3%[0.369 µM]	0.7%
CCc1ccccc1S(=O)(=O)Cc1ccc(C(=O)NCC2CCCO2)o1 (centres undefined)	2.4%	-7.8%	5.3%	3.6%	8.5%	-3.0%	2.0%	1.6%	2.0%	0.3%[1.84 µM]	3.7%
Cc1ccc(-n2ncc3c2ncn2c(-c4ccncc4)nnc32)cc1	7.7%	-4.0%	9.7%	-3.3%	-18.9%	-4.5%	1.0%	-3.1%	-4.7%	-0.5%	0.2%
COCCOC(=O)c1c(C)n(C)c2ccc(OC(=O)N3CCOCC3)cc12	0.8%	-2.6%	4.2%	19.5%	16.8%	11.9%	-4.5%	-1.7%	1.0%	0.5%	-0.8%
CCc1nnc(NC(=O)CSc2nnc(-c3ccco3)n2C)s1	5.6%	-0.1%	-6.9%	-0.8%	112.8%	-1.1%	-7.3%	-5.2%	0.0%	-3.8%	-2.5%
CC1CCN(c2nc(-c3ccco3)c3c(c2C#N)CC(C)(C)OC3)CC1	-19.4%	·	?	14.6%	-16.6%	?	-4.7%	25.1µM*	·	3.7%	-8.7%
CC(C)n1ncc(C(N)=O)c1N	5.6%	4.2%	-0.9%	-1.1%	-6.6%	19.3%	1.9%	-1.8%	-2.2%	1.5%	2.5%
COCC(=O)NC1CCN(C(=O)Nc2ccc(Br)cc2)CC1	-1.0%	-4.1%	-8.4%	17.0%	11.3%	-1.6%	2.1%	0.0%	-1.0%	-2.2%	0.0%
O=C(C1CC(c2ccc(F)cc2)=NO1)N1CCc2ccccc2C1 (centres undefined)	-6.0%	15.6%	-6.2%	0.0%	49.4%	-0.2%	-4.4%	-2.2%[2.3 µM]	·	-1.5%	-4.7%
Cc1nc2ccc(S(=O)(=O)NCC(=O)NCCN3CCCCC3C)cc2s1 (centres undefined)	-3.7%	-11.4%	-0.3%	-0.5%	-1.4%	18.3%	-1.8%	-1.8%	2.0%	-0.6%	1.3%
CCOc1ccccc1-n1c(SCC(N)=O)nnc1-c1cccnc1	-2.4%	14.5%	-0.8%	-6.9%	-8.4%	-2.8%	-5.3%	-3.2%	3.2%	-0.3%	-0.3%
CCOC(=O)N1CCN(C(c2ccc(C(C)C)cc2)c2sc3nc(C)nn3c2O)CC1 (centres undefined)	5.9%	·	-10.1%	5.0%	-7.2%	2.7%	1.1%	0.1%	·	0.2%	2.5%
O=C(O)c1ccc(NC(=O)C2CCCCC2)cc1	-0.7%	-2.2%	-4.9%	7.3%	5.7%	-9.6%	-3.9%	-3.7%	-1.6%	0.1%	0.6%
COC(=O)[C@H](CCSC)NC(=O)NCc1ccccn1	4.6%	-10.1%	-10.0%	-0.9%	4.6%	-2.8%	-0.8%	-0.9%	-4.7%	0.1%[57.5 µM]	3.3%
O=C(OCN1C(=O)c2ccccc2C1=O)c1cccs1	-5.2%	-14.1%	12.0%	-1.8%	-4.3%	0.3%	10.1%	1.6%	2.2%	0.0%[9.22 µM]	0.9%
N#Cc1c(C(F)(F)F)cc(C2CC2)[nH]c1=O	4.7%	-0.8%	-2.0%	-12.4%	1.5%	10µM*	-4.4%	-1.7%[2.3 µM]	·	-1.1%	2.8%
CC(C)OCCCNC(=O)c1cccs1	-7.6%	-10.1%	-5.1%	-2.5%	0.3%	8.5%	-5.2%	0.1%	-2.7%	-1.3%	-0.1%
CCOc1ccc(C(=O)Nc2cc(C)on2)cc1OCC	1.3%	?	5.7%	-3.1%	5.8%	17.2%	4.3%	0.5%	0.9%	0.1%	0.5%
CC(=O)c1cccc(NC(=O)N2CCCC2C(=O)NCc2ccc(F)cc2)c1 (centres undefined)	2.0%	3.0%	-1.8%	-1.5%	1.5%	9.4%	0.7%	0.7%	1.9%	·	-0.5%
Cn1cccc1C1(C(F)(F)F)NCCNC1=O (centres undefined)	6.4%	-14.2%	?	-10.7%	3.7%	12.0%	3.6%	-10.5%	2.1%	0.0%	5.3%
O=C(O)c1ccccc1NCc1ccncc1	?	-1.9%	6.8%	5.2%	-11.1%	?	2.4%	-6.9%	2.6%	0.8%[57.5 µM]	2.1%
O=C(N/N=C\c1ccc([N+](=O)[O-])o1)c1ccc(O)cc1	2.3%[25.6 µM]	-9.3%[25.7 µM]	9.3%[17.1 µM]	-6.2%[20.5 µM]	-5.7%[25.6 µM]	-18.8%[25.6 µM]	-7.3%[25.6 µM]	-3.8%[26 µM]	-0.7%[20.6 µM]	-3.4%[20.6 µM]	-9.7%[25.5 µM]
COc1cc(C(=O)NCc2ccc(-c3nc4ccccc4o3)cc2)cc(OC)c1OC	-18.2%	-7.2%	3.4%	2.5%	30.6%	-10.3%	0.2%	-1.5%	-0.3%	1.9%	-4.9%
Cc1[nH]c2ccc(Br)cc2c(=O)c1CN1CCCCC1	6.1%	1.0%	6.8%	0.9%	2.0%	238.5%[activator]	-3.5%	0.3%	0.0%	3.2%[57.5 µM]	1.6%
CCn1cc(Br)c(C(=O)N(C)Cc2ccccc2)n1	11.4%	0.9%	-4.2%	0.5%	-0.7%	0.2%	-3.8%	-1.4%	-2.0%	1.8%	-0.5%
Next structures:
SMILES	15-hLO inh	ERK AVP block	CRE Fsk mod	Ub-GFP proteasome	Tau fil binding	HADH2 inhib	DNA Pol III inh	Hsp90 Hop PPI	GFP derepression	HBB splicing	FLuc inh
CC(=O)c1cc2c(cc1NC(=O)CN1CCN(c3ccc(F)cc3)CC1)OCO2	-14.9%	0.6%	4.3%	13.3%	12.3%	33.6%[activator]	-3.6%	-3.4%	-5.2%	-0.9%	0.1%
CCOc1ccc(C(=O)Nc2ccncc2)cc1	3.4%	-26.0%	7.6%	16.0%	-5.3%	-6.3%	-3.0%	-1.5%	-1.8%	1.5%	-24.2%
Fc1ccc(Nc2nc(-c3ccoc3)nc3ccccc23)cc1	-0.4%	-17.7%	?	1.6%	12.6µM*	-3.7%	-10.4%	-4.2%	2.3%[9.22 µM]	0.2%	0.9%[2.29 µM]
Cc1ccc(-n2nnnc2SCc2nnc(-c3ccccc3Br)o2)c(C)c1	-2.9%	35.5%	?	-14.2%	2.5%	-1.3%	2.1%	8.5%	4.0%	3.6%	1.1%
CC(=O)NCCC(Cc1ccccc1)c1ccco1 (centres undefined)	0.8%	6.7%	2.7%	2.6%	2.7%	-5.9%	4.5%	-5.9%	0.0%	-0.1%	1.8%
CC1(C)N([O-])C(c2cccs2)=C[N+]1=O	-2.7%	-2.1%	-0.6%	0.2%	-15.2%	-5.9%	-0.2%	-2.1%	5.4%	·	0.9%
CC(C)(C)NC[C@@H](O)COc1ccccc1C1CCCC1	8.8%[25.6 µM]	10.3%[25.7 µM]	-8.5%[17.1 µM]	0.7%[20.5 µM]	12.6µM*	-8.6%[25.6 µM]	-2.9%[25.6 µM]	-2.6%[26 µM]	5.7%[20.6 µM]	-0.9%[20.6 µM]	-5.3%[25.5 µM]

Results in Tau fil binding (2 entries from above):
molecule	Tau fil binding
CCOc1ccc(C(=O)Nc2ccncc2)cc1	-5.3%
Fc1ccc(Nc2nc(-c3ccoc3)nc3ccccc23)cc1	12.6µM*
